Screens deposited in PubChem BioAssay by National Center for Advancing Translational Sciences (NCATS).
Lamin A splicing – qHTS Assay for Modulators of Lamin A Splicing | AID 1487, 2009 | 200,000 tested, 0.01% active | HeLa LMNA splicing GFP/RFP minigene ratio, 48 h | Potency, µM (titrated, usually from 46.1 µM), without a hit: at the highest dose ratio change, negative = inhibition, hits mostly inhibitors; active = well fitted inhibition curve with a large enough effect in the signal ratio, with a control signal flat, not every such curve was filed as active; inconclusive = small, poorly fitted or top-dose-only effect, or effect the other way, or a change in a side signal; the % refers to the signal ratio; also: potency is read from the fitted curve at half-maximal effect; % is scaled to controls: 0 for no effect and ±100 for the full control effect
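Read-out is the ratio of GFP to DsRed2 object intensity, acquired by 488 nm laser-scanning cytometry on HeLa lamin A-EGFP minigene reporter cells. Compound incubation 48 hrs at 37 °C in Opti-MEM with 2% FBS; DMSO 0.5% final.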
HTT ATP protect – qHTS Multiplex Assay to Identify Dual Action Probes in a Cell Model of Huntington: Cytoprotection (ATP) | Potency, µM (top dose mostly 56.4 µM), for the others: cytoprotection (ATP increase), hits mostly activators | PC12 HTT-Q103 induced, cytoprotection, ATP luminescence, 40 h | 230,000 tested, 0.14% active;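 also: potency is read from the fitted curve at half-maximal effect; % of control where 0% means no effect; nearly all actives have a fitted effect of over 45% in size; toxic huntingtin expression switched on by the ecdysone agonist tebufenozide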
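Huntington model: PC12 line, ecdysone-inducible HTTQ103 exon1–GFP, tebufenozide 100 nM. Test articles in a dose series. Endpoint luminescence from cellular ATP.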
CBFb RUNX1 block – qHTS Assay for Compounds Blocking the Interaction Between CBF-beta and RUNX1 for the Treatment of Acute Myeloid Leukemia; AID 1477, 2009; 230,000 tested, under 10 active; Potency, µM (top dose mostly 59.8 µM), for the others: at the top dose activity, negative = inhibition, most hits filed as inhibitors; AlphaScreen CBFb-His/RUNX1-biotin binding, biochemical; Runt-related transcription factor 1 (Homo sapiens) + Core-binding factor subunit beta …; also: % of control where 0% means no effect
Target sequence (Q01196 whole entry, looked up): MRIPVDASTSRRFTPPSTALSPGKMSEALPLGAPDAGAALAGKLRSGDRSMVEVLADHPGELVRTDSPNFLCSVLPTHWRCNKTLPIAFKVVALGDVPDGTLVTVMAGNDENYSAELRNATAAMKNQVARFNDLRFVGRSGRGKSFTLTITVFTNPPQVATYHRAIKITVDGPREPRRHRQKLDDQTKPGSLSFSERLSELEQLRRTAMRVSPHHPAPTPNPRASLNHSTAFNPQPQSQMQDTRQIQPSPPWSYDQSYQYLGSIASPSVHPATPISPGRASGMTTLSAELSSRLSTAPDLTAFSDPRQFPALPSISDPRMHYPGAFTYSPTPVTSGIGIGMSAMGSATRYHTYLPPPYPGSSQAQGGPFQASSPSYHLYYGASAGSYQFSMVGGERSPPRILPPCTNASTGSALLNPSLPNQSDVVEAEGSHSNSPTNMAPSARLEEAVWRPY
Target sequence (Q13951 whole entry, looked up): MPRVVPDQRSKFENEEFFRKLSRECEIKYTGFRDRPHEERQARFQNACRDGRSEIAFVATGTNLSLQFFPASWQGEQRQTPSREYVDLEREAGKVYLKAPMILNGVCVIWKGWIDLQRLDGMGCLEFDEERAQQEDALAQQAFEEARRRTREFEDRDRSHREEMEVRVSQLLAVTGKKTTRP
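CBF-beta (His) and RUNX1 (biotin), 30 nM each; 20 min preassociation; + compound, 15 min; + beads 50 ng each (Ni, streptavidin), 90 min; RT; AlphaScreen read.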
GAA glycogen – qHTS Assay for Inhibitors and Activators of Human alpha-Glucosidase Cleavage of Glycogen; 300,000 tested, 0.38% active; Lysosomal alpha-glucosidase (Homo sapiens), P10253; Potency, µM (doses to about 76.4 µM), inactives show top-dose activity change, negative = inhibition, actives largely listed as inhibitors; recombinant GAA, glycogen substrate, Amplex Red glucose oxidase fluorescence;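 also: potency is read from the fitted curve at half-maximal effect; 0% = full enzyme reaction and -100% = no-enzyme basal signal; the screen sought inhibitors and activators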
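Natural-substrate format: glycogen cleavage by 4 nM human enzyme, glucose read by Amplex Red coupling (Ex 573, Em 610 nm). Normalized to enzyme and no-enzyme controls.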
HttQ103 aggreg – qHTS Multiplex Assay to Identify Dual Action Probes in a Cell Model of Huntington: Aggregate Formation (GFP) | PC12 HttQ103-GFP aggregates, Acumen cytometry, 40 h | Potency, µM (doses to about 46.1 µM), for inactives: top-dose activity change, negative = inhibition, hits mostly inhibitors | 220,000 tested, 1.1% active | AID 1688, 2009; also: potency is read from the fitted curve at half-maximal effect; % is scaled to controls: 0 for no effect and ±100 for the full control effect; nearly all actives have a fitted effect of over 60% in size
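Aggregates are detected as GFP objects 1–25 µm with signal 6 STDEV over background in lysates of induced PC12 cells. These carry Huntingtin exon 1 with 103 glutamines fused to GFP under an ecdysone promoter; compounds titrated.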
GAA spleen mod – qHTS Assay for Inhibitors and Activators of Human alpha-Glucosidase From Spleen Homogenate. Lysosomal alpha-glucosidase (Homo sapiens), P10253. human spleen homogenate, 4-MU-alpha-glucoside fluorescence. Potency, µM (doses to about 79.9 µM), without a hit: at the top dose activity change, negative = inhibition, most hits filed as inhibitors. 240,000 tested, 0.006% active. AID 2112, 2009;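 also: potency is read from the fitted curve at half-maximal effect; 0% = enzyme with vehicle and -100% = no enzyme basal signal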
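AC50 values come from Hill-equation fits of concentration-response data, normalized to no-enzyme and full-activity controls. Enzyme source: 1 ug human spleen homogenate; 1 mM fluorogenic 4-MU glucoside, pH 5.0 citrate buffer, 37 C, 40 min.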
GAA inhib – qHTS Assay for Inhibitors of Human alpha-Glucosidase as a Potential Chaperone Treatment of Pompe Disease; Potency, µM (doses to about 76.9 µM), for inactives: at the top dose activity change, negative = inhibition, most hits filed as inhibitors; 200,000 tested, 0.005% active; Lysosomal alpha-glucosidase (Homo sapiens), P10253; purified human GAA, 4-MU-alpha-glucoside fluorescence; AID 1466, 2008;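 also: potency is read from the fitted curve at half-maximal effect; plate controls were uninhibited enzyme wells for no effect and no-enzyme background for full effect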
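Compounds are titrated up to 77 uM against 4 nM human enzyme. Substrate 4-methylumbelliferyl-alpha-D-pyranoside (400 uM) reacts 20 min at room temperature in pH 5.0 buffer; liberated 4-methylumbelliferone is read at 440 nm.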
An asterisk follows results filed as active; ? = inconclusive; nt = not tested or not shown; [ ] = another dose, or the depositor's remark. Unless noted, calls follow the shape of the dose curve; as a rule, active = well fitted curve in the direction sought with a large enough effect; inconclusive = small, poorly fitted or top-dose-only effect, or another doubt; inactive = no such curve, though single readings can be large; an effect the other way counts as inactive or inconclusive.

1: CN(Cc1ccc(F)cc1)C(=O)c1cccc(OC2CCN(C3CCCC3)CC2)c1
2: CC(=O)c1ccc(NC(=O)C(C)N(C)CC(=O)Nc2ccccc2Cl)cc1 (centres undefined)
3: CC(=O)/C(C)=N\O
4: Cc1ccc(CC(=O)NCCS(=O)c2ccc(Cl)cc2)cc1 (centres undefined)
5: Cc1ccccc1C1C(C#N)=C2NC(=O)c3c(sc4c3CCCCC4)N2C2=C1C(=O)CC(C)(C)C2 (centres undefined)
6: Cc1ccc(S(=O)(=O)CC(=O)c2ccc(C(C)(C)C)cc2)cc1
assay / compound	1	2	3	4	5	6
Lamin A splicing	nt	nt	nt	-5%	-5%	?
HTT ATP protect	8%	-19%	6%	-23%	12%	5%
CBFb RUNX1 block	3%	7%	1%[21.7 µM]	-1%	4%	6%
GAA glycogen	-4%	-8%	nt	13%	3%	-13%
HttQ103 aggreg	8%	-8%	nt	14%	-6%	8%
GAA spleen mod	-5%	nt	-6%	7%	2%	-1%
GAA inhib	1%	-9%	nt	4%	-1%	-34%

7: COc1ccc(/C(C)=N/NC(=O)CNC(=O)Cc2ccccc2)c(OC)c1
8: CC(=O)Nc1ccc(S(=O)(=O)Nc2cccc(-c3cn4c(n3)SCC4)c2)cc1
9: COc1ccc(/C=C(\CC(=O)O)c2nc3ccccc3s2)cc1O
10: O=C(COc1ccccc1)N1N=C(c2cccnc2)CC1(O)C(F)(F)F (centres undefined)
11: CN(C)c1ccc(N=Nc2ccccc2C(=O)OCC(=O)NCC2CCCCC2)cc1
12: CCOc1ccc(CCNC(=O)CN(C)S(=O)(=O)c2cccc3nsnc23)cc1OCC
assay / compound	7	8	9	10	11	12
Lamin A splicing	nt	?	nt	?	?	8%
HTT ATP protect	6%[10 µM]	-18%	?	nt	5%[10 µM]	-2%
CBFb RUNX1 block	0%	-4%	2%	-12%	3%	-1%
GAA glycogen	4%	-2%	?	-4%	7%	-1%
HttQ103 aggreg	-2%[9.22 µM]	-15%	4%	4%	-1%	11%
GAA spleen mod	1%	2%	-5%	-3%	1%	-3%
GAA inhib	nt	-10%	-3%	1%	5%	-5%

Full records, looked up by structure. Order of values: Lamin A splicing, HTT ATP protect, CBFb RUNX1 block, GAA glycogen, HttQ103 aggreg, GAA spleen mod, GAA inhib
CN(C)c1ccc(N=Nc2ccccc2C(=O)OCC(=O)NCC2CCCCC2)cc1 across the screens: ?, 5%[10 µM], 3%, 7%, -1%, 1%, 5%
CCOc1ccc(CCNC(=O)CN(C)S(=O)(=O)c2cccc3nsnc23)cc1OCC across the screens: 8%, -2%, -1%, -1%, 11%, -3%, -5%

(further entries)
13: Cc1cc(C(=O)N/N=C/c2ccccc2Br)no1
14: O=C(NCc1ccccn1)c1ccc(N2CCCC2)c([N+](=O)[O-])c1
15: CN(CCc1ccccn1)C(=O)CCc1nnc(CCCc2ccccc2)o1
16: CCC(Br)C(=O)Nc1ccc(OC)cc1 (centres undefined)
17: CCOC(=O)Cn1c(=O)c2c(nc(Br)n2CC(=O)OCC)n(C)c1=O
18: O=C(CCc1nnc(Cc2c[nH]c3ccccc23)o1)NCC1CC12CCCCC2 (centres undefined)
assay / compound	13	14	15	16	17	18
Lamin A splicing	6%	0%[46 µM]	6%[46 µM]	11%[46 µM]	4%	?
HTT ATP protect	-15%	7%[10 µM]	2%[10 µM]	-18%	-6%[0.074 µM]	-8%[10 µM]
CBFb RUNX1 block	-2%	-19%	2%	0%	8%	-1%
GAA glycogen	-4%	4%	-2%	4%	9%	-4%
HttQ103 aggreg	10%	0%	7%[9.22 µM]	-6%	8%	-11%[9.22 µM]
GAA spleen mod	-8%	-7%	8%	0%	3%	-4%
GAA inhib	0%	-1%	0%	-9%	?	5%

19: Cc1ccc(S(=O)(=O)/C(C#N)=C/c2c(N3CCC(C(N)=O)CC3)nc3ccccn3c2=O)cc1
20: COc1ccc(C2=NOC(C(=O)NCCCN3CCOCC3)C2)cc1 (centres undefined)
21: NS(=O)(=O)c1ccc(CCNC(=O)CSc2nc3ccccc3c3nc(CCN4CCCCC4)nn23)cc1
22: CC(=O)CC1(C)OC(N)=C(C#N)C1(C#N)C#N (centres undefined)
23: Cc1csc(Nc2ccc(C(=O)O)cc2)n1
24: O=C(Nc1ccccc1)C1CCCN(S(=O)(=O)c2ccc(-n3cnnn3)cc2)C1 (centres undefined)
assay / compound	19	20	21	22	23	24
Lamin A splicing	-7%	11%	nt	14%	-3%[46 µM]	8%
HTT ATP protect	-4%	10%	-18%	-23%[0.074 µM]	14%[10 µM]	5%
CBFb RUNX1 block	-2%	10%	1%	5%	23%	1%
GAA glycogen	6%	-2%	10%	-2%	?	7%
HttQ103 aggreg	4%	-21%	11%	23%	-7%[9.22 µM]	0%
GAA spleen mod	-12%	-9%	2%	2%	-9%	2%
GAA inhib	-3%	1%	4%	-5%	0%	-10%

25: O=C(Nc1ccc(Oc2ncnc3cc(Cl)ccc23)nc1)Nc1cccc(C(F)(F)F)c1
26: COc1ccc(/C=N/NC(=O)C(=O)/C=C2\NC3(CCCC3)Cc3ccccc32)cc1
27: COc1ccc(Cc2c(Cl)ncnc2Cl)cc1
28: Cc1cccc(-c2nnc3n2N=C(c2ccc(Br)cc2)CS3)c1
29: Nc1nnc(C(c2ccccc2)c2ccccc2)s1
30: O=C(Nc1ccccc1C1CC1)c1cccs1
assay / compound	25	26	27	28	29	30
Lamin A splicing	nt	?	?	-6%	-5%	6%
HTT ATP protect	-6%[10 µM]	15%[10 µM]	-4%[1.9 µM]	-1%	8%	-4%
CBFb RUNX1 block	9%	-21%	-2%	-4%	4%	4%
GAA glycogen	1%	10%	-10%	2%	-12%	-7%
HttQ103 aggreg	-20%[9.22 µM]	9%	-14%	-7%	2%	-2%
GAA spleen mod	2%	-2%	0%	-6%	2%	-2%
GAA inhib	nt	-3%	-5%	-7%	0%	-10%

31: C[C@@H](C(=O)NCc1cccc2ccccc12)[C@H]1C[C@]1(C)[C@H](NC(=O)OCc1ccccc1)c1ccccc1
32: Cc1cc(C)nc(NC(=S)Nc2ccc(F)cc2F)c1
33: CN1C(=O)C(O)(CC(=O)c2ccccn2)c2cc(Br)ccc21 (centres undefined)
34: Nc1ccc(-c2nc3cc(N)ccc3n2CCO)cc1
35: Cc1cc(C)cc(N(C(=O)CCC(=O)Nc2cc(C)on2)C(C(=O)NC2CCCC2)c2ccco2)c1 (centres undefined)
36: Cc1cc(Cl)ccc1OCCCC(=O)N1CCCc2ccccc21
assay / compound	31	32	33	34	35	36
Lamin A splicing	nt	-14%[46 µM]	-12%	nt	?	?
HTT ATP protect	-4%	7%	-92%[inhibitor]	1%[10 µM]	nt	-12%
CBFb RUNX1 block	10%	8%	2%	-8%	1%	22%
GAA glycogen	nt	-14%	6%	-2%	8%	-4%
HttQ103 aggreg	nt	9%	2%	?	nt	-32%
GAA spleen mod	20%	-6%	-3%	0%	-1%	-5%
GAA inhib	nt	4%	7%	nt	-15%	-3%

37: COc1cc(NS(=O)(=O)c2ccc(C)c(C)c2)c(OC)cc1Cl
38: COc1cc(C2NC(=O)C(C#N)=C(S)N2c2ccccc2)ccc1OC(C)C (centres undefined)
39: CCOC(=O)c1cc(-c2csc(COc3ccccc3Cl)n2)on1
40: COc1cc(OC)cc(C(=O)NC(=S)Nc2ccc(N3CCCC3)cc2)c1
41: CC(C)(C)NC(=O)COC(=O)c1ccc(S(=O)(=O)N2CCCC2)cc1
42: NS(=O)(=O)c1ccc(NC(=S)N2CCN(S(=O)(=O)c3ccc(F)cc3)CC2)cc1
assay / compound	37	38	39	40	41	42
Lamin A splicing	?	-2%	nt	?	-13%[46 µM]	-6%
HTT ATP protect	20%	2%[10 µM]	-10%[10 µM]	19%[10 µM]	2%	nt
CBFb RUNX1 block	2%	-2%	1%	?	3%	0%
GAA glycogen	-11%	-6%	-6%	-26%	-11%	-7%
HttQ103 aggreg	?	22%	4%[9.22 µM]	22%	-1%	6%
GAA spleen mod	-4%	3%	-12%	-2%	1%	-17%
GAA inhib	-2%	-5%	4%	-1%	-3%	?

43: Cc1ccc(-n2c(=O)c3sccc3n(CC(=O)N3CCCC3)c2=O)cc1
44: O=C(Nc1ccc2c(c1)OCO2)C(c1ccccc1)N1CCN(C(=O)c2ccco2)CC1 (centres undefined)
45: Cn1cnc2c(N/N=C/c3cccs3)ncnc21
46: O=C(c1cccnc1)N1CCCc2ccccc21
47: CC(=O)C1=C(C)OC(N)=C(C#N)C1c1cccnc1 (centres undefined)
48: COc1ccc(/C=N/NC(=O)c2ccoc2C)cc1COc1c(C)cccc1C
assay / compound	43	44	45	46	47	48
Lamin A splicing	-3%	13%	nt	13%	22%[46 µM]	?
HTT ATP protect	-28%	-2%[10 µM]	-7%[10 µM]	-13%[10 µM]	5%	2%
CBFb RUNX1 block	4%	3%	-9%	2%	17%	-9%
GAA glycogen	6%	1%	-4%	-10%	-6%	-9%
HttQ103 aggreg	0%	7%	-8%[9.22 µM]	0%	3%	?
GAA spleen mod	13%	-10%	8%	8%	nt	2%
GAA inhib	1%	0%	nt	-1%	-8%	0%

An excerpt from above with just GAA glycogen and Lamin A splicing:
nr	Compound	GAA glycogen	Lamin A splicing
45	Cn1cnc2c(N/N=C/c3cccs3)ncnc21	-4%	nt
46	O=C(c1cccnc1)N1CCCc2ccccc21	-10%	13%
